Screening data deposited in PubChem by National Center for Advancing Translational Sciences (NCATS).
TDP1 block: TDP1 (human) enzyme inhibition | recombinant TDP1, AlphaScreen DNA substrate cleavage | AID 485290 | Potency, µM (series often up to 130 µM), inactives show at the highest dose activity change, negative = inhibition, usual class: inhibitors | hit rate 0.28% among 350,000 | Q9NUW8; note: nearly all actives have a fitted effect of over 40% in size
Target sequence (Q9NUW8 whole entry, looked up): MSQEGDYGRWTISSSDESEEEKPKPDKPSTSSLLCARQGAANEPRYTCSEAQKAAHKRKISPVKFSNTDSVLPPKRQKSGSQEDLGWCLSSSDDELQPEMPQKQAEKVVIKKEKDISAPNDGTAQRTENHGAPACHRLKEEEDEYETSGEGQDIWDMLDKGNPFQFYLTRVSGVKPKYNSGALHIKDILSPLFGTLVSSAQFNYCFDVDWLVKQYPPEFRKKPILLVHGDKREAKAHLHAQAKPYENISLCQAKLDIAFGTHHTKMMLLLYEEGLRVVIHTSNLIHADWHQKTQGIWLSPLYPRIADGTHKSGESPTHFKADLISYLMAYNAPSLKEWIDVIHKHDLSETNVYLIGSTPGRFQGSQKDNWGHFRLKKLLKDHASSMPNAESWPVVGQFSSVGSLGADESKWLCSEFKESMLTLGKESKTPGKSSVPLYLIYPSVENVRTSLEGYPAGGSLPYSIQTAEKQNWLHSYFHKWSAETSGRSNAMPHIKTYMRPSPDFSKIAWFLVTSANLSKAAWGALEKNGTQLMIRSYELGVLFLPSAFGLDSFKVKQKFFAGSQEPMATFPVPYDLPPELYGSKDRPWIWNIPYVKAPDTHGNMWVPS
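Tdp1 1 nM final; 15 min RT w/ cpd; substrate 15 nM, 5 min; beads 10 ug/ml, 10 min; AlphaScreen read. Neg ctrl: no enzyme.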
N370S GC mod: inhibitors or activators of N370S glucocerebrosidase for Gaucher disease | P04062 | N370S GC spleen homogenate, 4MU-glucoside fluorescence | Potency, µM (doses to about 59.4 µM), inactives show top-dose activity change, negative = inhibition, most hits filed as inhibitors | hit rate 0.092% among 330,000 | AID 2101;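 note: 0% = full enzyme activity and -100% = no enzyme basal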
FEN1 inh: inhibitors of human flap endonuclease 1; AID 588795; hit rate 0.35% among 390,000; Recombinant FEN1 flap cleavage, fluorescence, 15 min; Potency, µM (highest dose often 114 µM), inactives show top-dose activity change, negative = inhibition, actives largely listed as inhibitors; P39748; note: nearly all actives have a fitted effect of over 65% in size
Target sequence (P39748 whole entry, looked up): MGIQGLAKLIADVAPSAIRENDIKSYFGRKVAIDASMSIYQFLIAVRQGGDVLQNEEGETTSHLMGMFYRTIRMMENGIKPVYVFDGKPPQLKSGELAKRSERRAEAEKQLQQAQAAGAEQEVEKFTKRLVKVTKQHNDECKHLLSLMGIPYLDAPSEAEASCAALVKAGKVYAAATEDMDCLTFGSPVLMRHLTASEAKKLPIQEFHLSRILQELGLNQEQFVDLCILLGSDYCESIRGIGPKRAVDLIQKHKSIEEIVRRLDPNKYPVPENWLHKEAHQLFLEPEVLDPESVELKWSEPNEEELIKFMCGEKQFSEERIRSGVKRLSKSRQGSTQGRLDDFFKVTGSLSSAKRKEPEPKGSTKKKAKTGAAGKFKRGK
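Quantitative HTS format: each compound was titrated, incubated with 10 nM nuclease for 15 min at room temperature, then challenged with flap substrate at 50 nM final. Signal change over 15 min gave concentration–effect curves.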
Active calls of the source: *; u = inconclusive; x = no result given; & = joins results of further samples; [ ] = another dose, or the depositor's remark. Calls come from the whole dose curve; as a rule, active = well fitted curve in the direction sought with a large enough effect; inconclusive = small, poorly fitted or top-dose-only effect, or another doubt; inactive = no such curve, though single readings can be large; an effect the other way counts as inactive or inconclusive. Unless noted, % is set by controls: 0 for no effect and ±100 for the full control effect; potency is the fitted concentration of half-maximal effect.

The first 3 compounds as a preview:
item	SMILES	TDP1 block	N370S GC mod	FEN1 inh
1	Cn1c(SCC(=O)N2CCCC2)nnc1-c1cnccn1	-2.5%	6.5%	3.4%
2	Cc1cccc(C(=O)Nc2cc3c(cc2N2CCOCC2)n(C)c(=O)n3C)c1	5.0%	x	10.8%
3	COc1cc(CN(C(=O)COc2ccc(Br)cc2)c2ccccn2)cc(OC)c1OC	-6.8%	x	-13.5%

Results (from the top)
item	SMILES	TDP1 block	N370S GC mod	FEN1 inh
1	Cn1c(SCC(=O)N2CCCC2)nnc1-c1cnccn1	-2.5%	6.5%	3.4%
2	Cc1cccc(C(=O)Nc2cc3c(cc2N2CCOCC2)n(C)c(=O)n3C)c1	5.0%	x	10.8%
3	COc1cc(CN(C(=O)COc2ccc(Br)cc2)c2ccccn2)cc(OC)c1OC	-6.8%	x	-13.5%
4	Cc1cc(C)n(C(N)=NC(=O)c2ccc([N+](=O)[O-])cc2)n1	-3.8%	-8.1%	-4.2%
5	CCOC(=O)NNc1ccc2nonc2c1[N+](=O)[O-]	x	-15.5%	39.8µM*
6	COC(=O)Nc1ccc(SCC(=O)c2ccc(Cl)cc2)cc1	2.6%	27.2%	-1.7%
7	COc1cc(CNC(=O)c2cc3n(n2)CCCN(Cc2cccc(F)c2)C3=O)cc(OC)c1OC	11.2%	x	3.5%
8	CCOc1ccc(C(=O)N2CCSC2=S)cc1	1.1%	3.6%	-0.8%
9	O=C(COc1ccccc1)N1CCN(C(=O)c2ccccc2F)CC1	-3.2%[0.0935 µM]	-0.9%	5.6%
10	COc1ccc(Cl)cc1NC(=O)CN(C)C(=O)c1ccc(OCc2ccccc2)c(OC)c1	x	-4.2%	-2.0%
11	C=CCNC(=O)CC(=O)N/N=C/c1cccs1	-5.1%	3.1%	-3.3%
12	COC(=O)CC1C(=O)NCCN1C(=O)CSc1nc2ccccc2s1 (stereo not given)	8.0%	0.3%	5.3%
13	CCCCCCCCCCCCCCCCCC(=O)NCC(COP(=O)([O-])OCC[N+](C)(C)C)OCC (stereo not given)	4.8%	-3.1%	x
14	O=C(NC1(C(F)(F)F)C(=O)Nc2c1c(=O)[nH]c(=O)n2Cc1ccccc1)c1ccc(Cl)cc1Cl (stereo not given)	2.9%	-6.1%	0.9%
15	Cc1ccc2nc(-c3cccc(S(=O)(=O)N4CC(C)OC(C)C4)c3)cn2c1 (stereo not given)	2.0%	-13.7%	15.5%
16	COc1cccc(CN(C)C(=O)/C=C/c2ccc(S(=O)(=O)N3CCCCCC3)cc2)c1	2.6%	-8.3%	-1.5%
17	CC(C)C[C@@H](CNC(=O)OC(C)(C)C)NC(=O)c1nc[nH]c1C(=O)N[C@@H](CC(C)C)C(=O)CNC[C@H](CC(C)C)NC(=O)c1nc[nH]c1C(=O)N[C@@H](Cc1c[nH]c2ccccc12)C(=O)OC(C)(C)C	1.1%	x	u
18	Cc1cc(Br)cc(C)c1OCCCCN(C)C	1.0%	u	-12.9%
19	CCc1ccc(-c2nc(SCC(=O)NC3CC3)n[nH]2)cc1	x	-0.4%	-4.4%
20	CCc1cc2ccc(C)cc2nc1SCC(=O)Nc1c[nH]c(=O)[nH]c1=O	-5.0%	2.6%	-10.1%

Next results
item	SMILES	TDP1 block	N370S GC mod	FEN1 inh
21	CCOC(=O)c1c(C)[nH]c(C)c1C(=O)COc1ncnc2ccccc12	0.0%	-7.6%	-5.8%
22	O=c1cc(CSc2ccccn2)c2ccccc2[nH]1	4.5%	6.9%	3.1%
23	CCCN(C(=O)Cn1c(C(F)(F)F)nc2ccccc21)C1CCS(=O)(=O)C1 (stereo not given)	-5.6%	1.5%	3.3%
24	CC(C)(C)OC(=O)NCCCCC1=CC2=CC(=O)C(C)(OC(=O)c3ccco3)C(=O)C2=CO1 (stereo not given)	1.9%	-5.8%	x
25	COc1ccc(CNc2nc(SCc3cc(=O)n4cc(Cl)ccc4n3)nc3ccccc23)cc1	5.5%	1.2%	-2.9%
26	COC(=O)N1CCN(CCc2ccccc2)CC1	-2.7%	-15.6%	-0.3%
27	COc1cc(C2CC(=O)Oc3c(C(CCN4CCCC(C)C4)c4ccc(N(C)C)cc4)c(OC)cc(OC)c32)cc(OC)c1OC (stereo not given)	18.5%&5.9%	-0.4%&5.4%	-15.6%&2.7%
28	CC(C)OP(=O)(OC(C)C)C(Nc1ccccc1)c1ccccc1C(F)(F)F (stereo not given)	5.6%	-8.0%	-13.5%
29	COc1cccc(C(=O)NCC(=O)N/N=C/c2ccc(OC(=O)c3cccs3)c(OC)c2)c1	2.7%	1.1%	-4.3%
30	COc1ccc(/C=C/C(=O)NC(=S)Nc2cc([N+](=O)[O-])ccc2O)cc1OC	-13.5%	-10.6%	22.4µM*
31	CCOC(=O)N1CCC(NC(=O)CSCc2nc(-c3ccc(C)cc3)oc2C)CC1	3.8%	4.7%	24.2%
32	CSc1cccc(NS(=O)(=O)c2ccc3[nH]cc(C(=O)N4CCCCCC4)c(=O)c3c2)c1	2.3%	x	11.9%
33	C=CCN1C(=O)/C(=C/c2ccc(OC)cc2)S/C1=N/c1nccs1	0.6%	9.3%	-7.6%
34	Cc1ccccc1OCC(=O)N/N=C/c1cn(Cc2ccccc2)c2ccccc12	2.7%	2.1%	-0.4%
35	O=S(=O)(c1ccc2[nH]c3c(c2c1)CCCCC3)N1CCN(c2cccc(Cl)c2)CC1	8.5%	x	13.1%
36	NC(=O)N/N=C(/CCCCCC/C(=N\NC(N)=O)c1ccccc1)c1ccccc1	9.4%	0.7%	3.0%
37	CCn1c(-c2ccccc2)c(C(=O)CC#N)c2ccccc21	2.6%	16.2%	-17.2%
38	CCNC(=O)CC1C(=O)N(c2cccc(OC)c2)C(=O)N1Cc1ccc(OC)c(OC)c1 (stereo not given)	3.8%	x	-2.5%
39	CCOC(=O)N1CCC(C(=O)NNC(=O)c2ccc(Cl)cc2Cl)CC1	1.1%	-3.8%	-16.1%
40	CCOc1ccc(-n2c(SCC(=O)N3CCCc4ccccc43)nc3c([nH]c4ccccc43)c2=O)cc1	5.5%	x	-4.1%

Following part:
item	SMILES	TDP1 block	N370S GC mod	FEN1 inh
41	Cc1cc(NS(=O)(=O)c2ccc(NC(=O)CN3C(=O)NC(C)(c4ccccc4)C3=O)cc2)nc(C)n1 (stereo not given)	0.6%	0.8%	2.5%
42	CC(CCc1ccccc1)NC(=O)c1ccc(NC(=O)c2ccccc2)cc1 (stereo not given)	2.7%	0.6%	0.0%
43	O=C(Nc1ccc(NC(=O)c2cccs2)cc1)c1ccc2ccccc2c1	-3.2%[0.0935 µM]	-0.4%	-7.2%
44	O=C(Cn1c(=O)n(Cc2ccc(C(=O)NCc3ccccc3Cl)cc2)c(=O)c2ccccc21)Nc1ccc(F)c(Cl)c1	-2.5%	x	-6.2%
45	Cc1ccc(C(=O)Nc2cccc(C(F)(F)F)c2)cc1NC(=O)c1nccn1C	0.0%	0.5%	6.4%
46	CCOC(=O)c1ccc(NC(=O)CCS(=O)(=O)Cc2ccccc2)cc1	2.2%	1.2%	1.1%
47	CC(C)(C)c1ccc(S(=O)(=O)N2CCC(c3nc4ccc(Cl)cc4[nH]3)CC2)cc1	0.0%	-12.5%	-16.1%
48	Cn1c(CC(=O)Nc2ccccc2)c(Sc2ccccc2)c2ccccc21	0.0%	-23.7%	-4.3%
49	C/C=C\C(=O)Nc1cccc(C2=NOC3(C2)C[C@@H](C(N)=O)N(C(=O)c2ccc(OC)cc2)C3)c1 (stereo not given in full)	4.7%	-6.6%	-10.6%
50	Cc1nc(NCCc2ccccc2)c(C#N)c(C)c1[N+](=O)[O-]	-5.3%	8.8%	-0.4%
51	Cc1cccc(-n2c(=S)[nH]c3c(oc4ccccc43)c2=O)c1	7.8%	24.8%	-1.2%
52	Nc1c(-c2nn[nH]n2)cnn1-c1cc(Cl)cc(Cl)c1	x	-3.1%	4.9%
53	Cc1cc(Nc2ncc(Cl)cc2Cl)n(-c2ccccn2)n1	2.0%	4.3%	1.4%
54	CCCCCCCC/C=C\CCCCCCCC(=O)N(CCO)CCO	5.4%	-21.0%	x
55	CC(OC(=O)CCc1nc2ccccc2c(=O)[nH]1)C(=O)NCc1ccc2c(c1)OCO2 (stereo not given)	3.1%	-19.8%	5.8%
56	CCC(=O)Nc1ccc2c(c1)OCCO2	-3.9%	28.0%	7.1%
57	CCc1cccc(NC(=O)CCS(=O)(=O)c2ccc3nc(C)sc3c2)c1	2.6%	x	0.6%
58	CC(C)(CNC(=O)c1ccc(S(=O)(=O)Nc2ccc(Cl)cc2)cc1)N1CCOCC1	0.0%	x	14.7%
59	CC1(C(=O)NC2CCCC2)CCC(=O)N1Cc1ccccc1 (stereo not given)	5.8%	0.8%	2.3%
60	Cc1ccc(C)c2[nH]c(=O)c(CN(CCN3CCOCC3)Cc3nnnn3CC3CCCO3)cc12 (stereo not given)	4.2%	7.4%	-6.8%

(listing goes on)
item	SMILES	TDP1 block	N370S GC mod	FEN1 inh
61	CC(C(=O)NCC1CCCO1)N1C(=O)C2C3CC(C(Br)C3Br)C2C1=O (stereo not given)	x	-4.6%	-0.9%
62	O=C(CC(NS(=O)(=O)c1ccc(Cl)cc1)c1ccco1)NC1CCCC1 (stereo not given)	2.3%	-15.6%	5.7%
63	CCCOC(=O)/C(C(N)=NCc1ccccc1)=C(\O)OCCC	1.1%	-2.0%	-22.9%
64	COc1ccc(-c2nc(S(=O)(=O)c3ccccc3)c(NCCCN3CCOCC3)o2)cc1	3.7%	x	14.1%
65	Cc1ccccc1-c1nnc(SCC(=O)NC2CCCC2)n1C	x	u	-2.2%
66	CNc1cc(NS(=O)(=O)c2ccc(N)cc2)nc(NC)n1	0.5%[56.1 µM]	-15.4%&1.0%&-15.3%	-3.2%
67	CCc1ccc(NC(=O)c2cc(-c3ccc4c(c3)OCO4)on2)cc1	8.0%	1.7%	-14.5%
68	CCN(CC)CCn1c2ccccc2c2nc3ccccc3nc21	x	2.9%	25.1µM*
69	COc1ccc(NC(=O)Nc2cccc3c2O[C@H](CN(C)S(=O)(=O)c2ccccc2)[C@@H](C)CN([C@H](C)CO)C3=O)cc1	2.1%	x	3.6%
70	O=C1COc2ccc(S(=O)(=O)N3CCN(c4cccc(C(F)(F)F)c4)CC3)cc2N1	4.3%	-15.4%	2.5%
71	O=C(O)c1n[nH]c2ccccc12	-3.2%	-1.2%	7.1%
72	O=C1CC(N2CCN(c3ccc(F)cc3)CC2)C(=O)N1c1ccc(F)cc1 (stereo not given)	x	-1.5%	-17.2%
73	Cc1ccc2[nH]c3c(=O)n(CCC4=CCCCC4)cnc3c2c1	1.5%	18.5%	-3.5%
74	O=C(COC(=O)CC1CC2CCC1C2)NCc1ccc(F)cc1 (stereo not given)	-4.5%	x	12.2%
75	Cc1ccc(N(CC(O)CN2CCCCC2)S(=O)(=O)c2ccccc2[N+](=O)[O-])cc1 (stereo not given)	-3.0%	-2.0%	-3.8%
76	C#CCOCCOCCOCCNc1nc(N2CCN(C(=O)[C@H](CCC(=O)O)n3cc([C@@H](N)CO)nn3)CC2)nc(N2CCN(C(=O)[C@H](CCC(=O)O)n3cc([C@@H](N)CCSC)nn3)CC2)n1	2.4%	x	-2.3%
77	Cn1ncc([N+](=O)[O-])c1C(=O)Nc1nccs1	0.0%	-3.2%	-3.0%
78	CN(C)CCN(C)Cc1ccc2c(c1)Cc1ccccc1-2	-2.1%	15.3%	x
79	COc1ccc2[nH]c3c(c2c1)CCN1C(=O)C(CC(=O)NC(C)(C)C)C[C@H](C(=O)N(C(C)C)C(C)C)[C@@]31C (stereo not given in full)	0.4%[56.1 µM]	x	-16.6%
80	CCOC(=O)N1CCN(Cc2nc3cc(NC(=O)CC)ccc3n2C(C)C)CC1	2.6%	x	-1.7%

Remaining list, next part
item	SMILES	TDP1 block	N370S GC mod	FEN1 inh
81	CN(C)C(=O)C1CCC(=O)N1Cc1cccs1 (stereo not given)	5.1%	5.4%	-0.8%
82	O=C(NC1CC(=O)N(c2ccc(F)cc2)C1)C1CCCC1 (stereo not given)	-2.6%	x	-6.8%
83	CCc1ccc(/C=C2/SC(=S)N(CCC(=O)Nc3cccc(C(=O)O)c3)C2=O)cc1	28.2µM*	u	-25.0%
84	CCOC(=O)NC(=O)c1cn(Nc2ccccc2)c(=O)[nH]c1=O	0.0%	3.1%	-2.3%
85	Cc1ccc(NS(=O)(=O)c2ccc(C(=O)OCC(=O)Nc3cc(C)on3)cc2)cc1	4.9%	-11.9%	-9.3%

In another format: results already given.
The line under a structure holds: TDP1 block | N370S GC mod | FEN1 inh
85	Cc1ccc(NS(=O)(=O)c2ccc(C(=O)OCC(=O)Nc3cc(C)on3)cc2)cc1
→ 4.9% | -11.9% | -9.3%
81	CN(C)C(=O)C1CCC(=O)N1Cc1cccs1 (stereo not given)
→ 5.1% | 5.4% | -0.8%

Outcome played no part in choosing rows; about 0.53% have a hit in one of these screens.
